Compound activity (PubChem BioAssay)
P. falciparum M17LAP – P. falciparum M17LAP inhibitors, primary screen, biochemical, fluorogenic H-Leu-NHMec substrate, 1536-well (AID 1619); inhibition, % at 30 µM, or IC50 in µM where a hit was titrated; recombinant M17LAP, H-Leu-NHMec fluorogenic kinetic assay; higher % means a stronger effect; actives 0.38% (n = 220,000);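 active = compound inhibiting the enzyme by more than half at any dose during confirmatory dose-response retesting; inconclusive = strong single-dose inhibitors picked by rank but not retested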;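 note: plate controls were full reaction with DMSO carrier for no effect and no enzyme background for full effect; strong numbers were not always called active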
MT stabilize HCS – microtubule stabilization, imaging screen. HeLa tubulin immunostaining HCS, 24 h; share of cells brighter than vehicle mean+2SD. % tubulin-high responders, % at 10 µM. actives 0.83% (n = 200,000). AID 2205;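 active = plate Z-score above 3 for both tubulin-high and condensed-nucleus cell shares, with cell loss under 80%, at 10 µM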;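 note: anti alpha tubulin signal scored within the nucleus-defined area of each cell; some results filed as inactive read as strong as hits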
Dynein cargo inh – dynein cargo transport inhibition; 3617.4 mouse cells, GR-EGFP nuclear translocation imaging; test concentration mostly 20 µM; stimulated with dexamethasone, 1 µM; hits give low values; z-score, hits read low; actives 0.47% (n = 220,000);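 active = plate z-score of nuclear minus cytoplasmic receptor signal below a set negative limit, without overly bright fluorescence or cell loss, cut at about -3.5 in these data, passing the limit was not always enough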;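 note: z-score of nuclear minus cytoplasmic ring GR-EGFP intensity difference per well; some compounds called inactive have numbers as strong as hits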
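medium = tetracycline-free induction medium containing charcoal-stripped FBS | probe or stimulus = dexamethasone, 1.0 µM final | timing = 48 h induction, then 1 h compound, then 30 min agonist, 37 °C | detection = automated 10x imaging of fixed Hoechst-stained cells | read-out basis = nuclear versus cytoplasmic GR-EGFP signal, averaged per well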
Yfh1-off respiration – mitochondrial function rescue without frataxin homolog – Friedreich's ataxia, plus single-dose screen, dose response (AID 1465) | S. cerevisiae Yfh1-off respiration, WST-1 reduction, 72 h; higher fold induction means a stronger effect | one-dose fold induction at 50 µM; EC50 in µM for titrated hits | actives 0.074% (n = 220,000);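 active = fold induction of absorbance versus untreated yeast above a set limit, then at least 30% activation at any dose in follow-up; inconclusive = repeats straddling the limit, or above it without dose testing; inactive = fold induction below the set limit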;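 note: activators that raise dye reduction in frataxin-depleted yeast; strong numbers were not always called active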
Hep lipid drop – modulators of hepatic lipid droplet formation. AML12 mouse hepatocytes, oleate lipid droplets, BODIPY imaging. actives 0.4% (n = 240,000). inhibition, % at 6.5 µM;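 active = lipid droplet intensity inhibited by at least 50%, with more than 500 cells counted; inconclusive = wells with under 300 cells, treated as cytotoxic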
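Test system: AML12 hepatocytes (mouse); reagent: oleate loading, 100 µM; dosing: one dose, 6.5 µM compound; incubation: overnight exposure; signal: fluorescence imaging, 20x objective, two fields per well; read-out basis: % inhibition of corrected integrated BODIPY droplet signal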
Autophagy mod – modulators of autophagy | MEF GFP-LC3 puncta imaging; test concentration mostly 10 µM | calls only at 10 µM (by protocol) | actives 0.98% (n = 190,000);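 active = percentage of spot-positive cells more than 3 SD above its plate mean, without a fluorescence outlier flag or 80% toxicity; inconclusive = no clear call, values can overlap the other calls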;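 note: spot-positive cell cutoff set from DMSO-treated cells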
ER stress rescue – rescue of cells from ER stress-induced death, primary screen, 384-well, CSM14.1, thapsigargin, ATP luminescence (AID 1222). CSM14.1 thapsigargin-induced death rescue, ATP luminescence; higher % means a stronger effect. cellular ATP content (survival), % at 20 µM, or EC50 in µM where a hit was titrated. 190,000 tested, under 10 active;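 active = EC50 below 50 µM in the dose-response confirmation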;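 note: death triggered by thapsigargin at about 15 µM added after 2 h compound pretreatment; cell ATP read after overnight thapsigargin exposure of roughly 18 to 22 hours; normalized against plate controls of thapsigargin alone and 5% DMSO vehicle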
Insulin prom up – MIN6 insulin promoter up-regulation; MIN6 insulin promoter-GFP reporter, high-content imaging; hits give high values; z-score at 5 µM; actives 0.3% (n = 190,000);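 active = z-score above 3 at 5 µM with at least 500 cells counted in the well; inconclusive = wells under 500 cells, flagged as cytotoxic or low count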
P. falciparum M1AAP – P. falciparum M1AAP inhibitors, biochemical, fluorogenic H-Leu-NHMec substrate, 1536-well (AID 1445); recombinant M1AAP, H-Leu-NHMec fluorogenic kinetic assay; higher % means a stronger effect; one-dose inhibition, % at 30 µM; IC50 in µM for titrated hits; actives 0.42% (n = 220,000);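 active = primary inhibition above the hit cutoff, then over 50% inhibition at one or more dose response concentrations, cut at about 23% in these data, passing the limit was not always enough; inconclusive = conflicting primary data, or primary hits not chosen for dose response; inactive = low primary inhibition, or under 50% at every dose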;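 note: plate controls were DMSO full reaction for no effect and no enzyme background for full effect; strong numbers were not always called active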
Dynein cargo inh cytoplasmic EGFP – also measured in Dynein cargo inh; calls as there; z-score; measured here: cytoplasmic GR-EGFP intensity; hits give high values
Dynein cargo inh nuclear GR-EGFP – recorded beside Dynein cargo inh, whose call it bears; z-score; measured here: nuclear GR-EGFP intensity;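 lower value marks the stronger effect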
Dynein cargo inh cell count – further read-out of Dynein cargo inh, marked with its call; z-score; measured here: cell count per field
Insulin prom up cell count – also measured in Insulin prom up; calls as there; cell count; measured here: cytotoxicity, nuclei count;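 total cells summed across four imaged fields per well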
Hep lipid drop cells 6.5 µM – also measured in Hep lipid drop; calls as there; cell count; measured here: cell count, cytotoxicity flag;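 cells counted across two imaged fields per well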
MT stabilize HCS Hoechst-high % – also measured in MT stabilize HCS; calls as there; % Hoechst-high responders; measured here: nuclear condensation Hoechst responders;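 share of cells brighter than vehicle mean plus two SD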
MT stabilize HCS cytotoxicity % – further read-out of MT stabilize HCS, marked with its call; toxicity, %; measured here: cytotoxicity by cell density;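 0% = mean cell density of plate MIN control wells and 100% = no cells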
Autophagy mod cell loss 18 h – second read-out of Autophagy mod, no call of its own (marks repeat the call); toxicity, %; measured here: cell loss, nuclei count;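 cell loss after 18 h compound exposure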
* marks the source's active call; other numbers are inactive results; i = inactive; ? = inconclusive; . = no result given.

nr	Compound	Dynein cargo inh cytoplasmic EGFP	MT stabilize HCS Hoechst-high %	Dynein cargo inh nuclear GR-EGFP	Hep lipid drop cells 6.5 µM	MT stabilize HCS cytotoxicity %	Dynein cargo inh	Autophagy mod cell loss 18 h	Autophagy mod	ER stress rescue	Hep lipid drop	Dynein cargo inh cell count	Yfh1-off respiration	Insulin prom up cell count	Insulin prom up	P. falciparum M17LAP	P. falciparum M1AAP	MT stabilize HCS
1	Cc1[nH]c2ccc(C(C)C)cc2c1CC(=O)O	-0.0591	.	0.222	713	.	-0.241	.	.	.	27.5	-0.329	i	1015	0.8	-7.1%	7.5%	.
2	O=C(Nc1ccn(Cc2ccccc2)n1)c1ccc(F)cc1	-0.18	3.1	-0.0371	713	8.4	-0.757	22.1	i	-0.3%	-9.8	1.29	i	1571	0.96	3.2%	0.5%	5.2
3	CNC(=O)[C@H](C)[C@@H]1C[C@@]1(C)[C@@H](NC(=O)OCc1ccccc1)c1ccccc1	-0.319	5.2	0.592	748	7.5	0.463	-6.3	i	-0.4%	-9.2	0.481	i	1122	-0.14	-5.7%	0.3%	3.0
4	O=C(CSc1cn(Cc2cccc(F)c2)c2ccccc12)NCc1ccc(F)cc1	-0.206	2.9	0.601	692	4.4	-0.638	-35.2	i	-2.6%	-0.5	0.284	i	1240	0.84	4.8%	-0.7%	2.7
5	Cc1ccc(Cl)cc1NC(=O)CC(O)(C(F)(F)F)C(F)(F)F	-0.00812	0.9	-0.352	654	7.2	-1.09	1.6	i	.	-51.1	-0.757	i	1240	0.47	16.9%	0.8%	2.4
6	CCOc1cc(C(=O)NCc2ccc(-c3nc4ccccc4o3)cc2)cc(OCC)c1OCC	-0.191	1.7	0.231	.	2.7	0.49	-6.3	i	-1.2%	.	-0.787	i	1455	0.02	-8.8%	-4.2%	1.5
7	COc1ccc(OC)c(NC(=S)N2CCN(C/C=C/c3ccccc3)CC2)c1	-0.221	1.3	1.14	698	6.8	0.92	-3.8	i	-2.7%	-35.8	0.588	i	757	-0.06	7.2%	0.1%	2.8
8	CC1(C)CC(=O)C2=C(C1)OC(/N=C/N1CCOCC1)=C(C#N)C2c1ccccc1 (centres undefined)	-0.209	2.3	-0.368	.	7.7	-0.907	17.4	i	1.8%	.	1.04	i	1487	-0.87	7.2%	3.9%	2.3
9	CCOC(=O)c1ccc(NC(=O)CC2COc3ccccc3O2)cc1 (centres undefined)	-0.217	3.1	-0.738	742	11.0	-1.16	-9.7	i	4.4%	14.4	-0.7	i	1320	0.11	11.1%	5.6%	2.6
10	Cc1nn2c(c1-c1ccccc1)N=C(c1ccco1)CC2c1ccccc1 (centres undefined)	0.207	1.2	0.702	731	6.7	1.13	4.2	i	1.5%	-23.6	-1.54	i	831	-0.55	-2.2%	7.3%	1.8
11	CCOc1ccccc1-c1nc(CN2CCCC2c2nccs2)c(C)o1 (centres undefined)	-0.278	1.4	-0.218	763	10.6	-0.257	1.9	i	4.4%	-15.5	0.404	i	1355	-0.06	10.1%	8.5%	0.6
12	COc1ccc(-c2nc3cc(NC(=O)c4ccc5c(c4)OCO5)ccc3o2)cc1	-0.127	2.3	0.532	.	8.9	0.234	2.6	i	-1.4%	.	-0.216	i	1032	-0.34	-6.3%	1.3%	2.9
13	Cc1nc2sc(-c3ccccc3)nn2c(=O)c1Br	-0.217	3.8	1.28	687	5.5	0.438	12.7	i	-1.0%	-0.3	-0.591	i	1353	1.17	12.5%	-1.0%	3.2
14	Cc1cc(C(=O)COC(=O)CC2Sc3ccccc3NC2=O)c(C)n1-c1cccc(C(F)(F)F)c1 (centres undefined)	-0.178	5.0	1.23	562	2.3	1.22	2.8	i	-3.1%	-0.9	-1.92	i	1261	-0.19	2.8%	9.4%	5.4
15	c1cncc(-c2noc(-c3ccco3)n2)c1	-0.211	1.0	-0.0125	.	4.8	-0.617	.	.	-2.1%	.	0.375	i	1125	1.08	4.0%	8.0%	1.8
16	Cc1ccc(-c2cc(=O)[nH][nH]2)c(C)c1	-0.00883	1.1	-0.0696	701	7.4	-0.721	8.2	i	-2.4%	-11.7	1.2	i	1287	-0.99	<1µM*	-2.8%	4.3
17	Cc1ccc(-c2nc3ncccc3o2)cc1NC(=O)c1cccnc1	-0.197	2.0	-0.363	707	8.7	-0.246	-3.0	i	2.2%	-1.3	1.12	i	1746	0.52	0.7%	1.9%	1.8
18	CN1CC(c2ccc(Cl)c(Cl)c2)[C@@]2(COc3ccccc3C2=O)[C@@]12C(=O)Nc1ccccc12 (some centres undefined)	.	0.8	.	640	11.9	.	-4.9	i	-0.6%	-11.2	.	i	1778	0.08	0.0%	8.9%	3.1
19	CCOC(=O)C1=C(C)NC2=C(C(=O)CCC2)C1c1coc2ccccc2c1=O (centres undefined)	-0.34	1.5	-0.45	780	6.7	-0.859	-7.6	i	-2.4%	6.8	1.01	i	.	.	29.2%	14.3%	2.0
20	COc1ccc(/C=C2/SC(=O)N(CCNC(=O)CC(NC(C)=O)c3ccccc3)C2=O)cc1 (centres undefined)	-0.24	.	-0.317	738	.	-0.14	.	.	.	-4.9	0.838	i	1386	-0.29	3.6%	3.1%	.
21	O=C(COC(=O)c1ccc2ccccc2c1)Nc1ncc(C(F)(F)F)cc1Cl	0.133	2.0	-0.0481	782	8.5	-0.147	-1.0	i	-2.4%	3.1	0.616	i	.	.	11.1%	1.4%	1.6
22	COc1cc(NC(=O)C2CCCCC2)c(OC)cc1NC(=O)c1ccco1	-0.222	1.4	-0.211	746	11.7	-0.944	1.9	i	-2.6%	2.4	1.08	i	1237	0.2	8.0%	2.7%	2.3
23	Nc1nc(-c2ccccc2)cc(N2CCCCC2)n1	-0.0941	62.8*	0.646	.	42.9*	0.448	65.1	i	-1.4%	?	-0.269	i	.	.	4.3%	-0.1%	13.9*
24	Cc1nc(SCC(=O)NC(=O)NC(C)(C)C)nc(C)c1C	-0.794	.	-0.405	662	.	-0.357	.	.	.	-18.7	-0.107	i	914	-0.33	.	.	.
25	COc1ccc(-c2nc(C#N)c(NCc3cccnc3)o2)cc1OC	-0.0789	1.8	-0.478	.	9.9	0.238	-1.4	i	-0.8%	.	-0.596	i	1552	-1.14	2.7%	3.7%	2.5
26	CCOC(=O)/C(N=Nc1ccc(Cl)cc1)=C(/O)c1ccc([N+](=O)[O-])cc1	-0.0735	1.7	0.0766	755	7.6	-0.386	-9.3	i	-0.5%	-1.1	0.649	.	939	-0.27	3.1%	2.3%	2.6
27	CCOC(=O)c1ccc(N2CSC3=C(C#N)C(c4ccc(OC)cc4OC)CC(=O)N3C2)cc1 (centres undefined)	-0.245	2.4	0.267	.	3.1	0.218	5.5	i	1.4%	.	-0.264	i	874	-0.39	6.0%	3.0%	4.6
28	CCOC(=O)C(C(=O)OCC)C(Nc1ccccc1)c1ccccc1 (centres undefined)	0.151	2.4	-1.13	650	7.3	-3.14	-2.0	i	-1.1%	-1.4	-0.613	i	1427	-0.36	-2.6%	2.4%	2.6
29	C=C(C(=O)c1ccccc1)C(C(=C)C(=O)c1ccccc1)c1ccc(OC)cc1	0.697*	.	-2*	640	.	-3.78*	.	.	.	-2.6	-0.0595*	i	663	-1.26	-1.2%	-5.0%	.
30	C=CCc1cccc(/C=N/NC(=O)c2ccccc2Br)c1O	-0.263	4.3	-0.121	695	0.5	-0.606	36.1	i	-6.2%	-6.7	-0.2	i	1191	-1.62	0.0%	-2.1%	4.2
31	COc1ccc(C(C)=O)c(Oc2nc(CN3CCOCC3)nc3scc(-c4cccs4)c23)c1	-0.369	1.9	-0.436	.	3.3	-0.805	10.8	i	-0.6%	.	0.558	i	985	-2.13	7.7%	12.6%	1.9
32	Cc1cc(C)nc(NC(=O)C(c2ccccc2)c2ccccc2)n1	-0.344	1.4	-0.182	.	7.6	-0.644	22.6	i	1.1%	.	0.225	i	1614	-0.05	15.0%	4.8%	1.0
33	COC(=O)c1ccc(C(=O)OC)c(NC(=S)N2CCN(c3ccccc3F)CC2)c1	0.258	1.5	-0.538	.	4.0	-0.598	7.3	i	-2.7%	.	0.805	i	1258	0.07	-7.4%	1.5%	1.3
34	COc1ccc(NS(=O)(=O)c2cc(NC(=O)c3nn(C)c(=O)c4ccccc34)ccc2OC)cc1	-0.308	2.1	0.429	693	4.1	-0.141	19.0	i	0.9%	7.2	-0.227	i	1245	-0.17	-0.4%	3.0%	2.6
35	N#Cc1ccc(CSc2nnc(NC(=O)C3CCCO3)s2)cc1 (centres undefined)	-0.0722	2.7	1.84	.	10.8	3.42	18.4	i	0.8%	.	-1.67	i	1219	-0.1	2.6%	5.4%	1.6
36	CC(/C=C1\SC(=S)N(NC(=O)c2cccc(O)c2)C1=O)=C\c1ccccc1	-0.312	3.0	-0.52	663	5.9	-0.535	-14.6	i	3.1%	-3.2	0.389	i	.	.	26.4%	-3.9%	2.7
37	C/C(=N\NC(=O)C1CC1)c1ccc(Cl)cc1	-0.262	2.6	-0.566	672	1.2	-0.711	3.1	i	-2.0%	25.0	0.396	i	1512	-0.46	4.6%	-6.1%	1.7
